# Eya2 inh = qHTS Assay for Inhibitors of the Phosphatase Activity of Eya2. Protein phosphatase EYA2 (Homo sapiens), O00167. recombinant Eya2, OMFP fluorescence dephosphorylation (OMFP is methylfluorescein phosphate). Potency, µM (series often up to 76.9 µM), for inactives: top-dose activity, negative = inhibition, usual class: inhibitors. 0.006% of 330,000 active; also: potency is read from the fitted curve at half-maximal effect; % is scaled to controls: 0 for no effect and ±100 for the full control effect
#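 Eya2 protein (added as 0.2 uM solution) was preincubated with compound for 10 min at ambient temperature in 50 mM HEPES pH 7.5, 50 mM NaCl, 5 uM MgCl2, 0.05% BSA, 1 mM DTT. OMFP (added at 50 uM) then reacted 10 min; fluorescence read at 485/525 nm.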
# TSHR antagonist = Antagonists of the Thyroid Stimulating Hormone Receptor: HTS campaign | Thyrotropin receptor (Homo sapiens), P16473 | 0.2% of 330,000 active | TSHR-expressing cells, TSH-stimulated cAMP HTRF, 2 h; stronger effect = lower value | activity change, negative = inhibition, % at 11.5 µM;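 active = activity change below a set negative limit, meaning inhibition stronger than a set level, cut at about -70% in these data; inconclusive = activity change between two set negative limits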; also: % is scaled to controls: 0 for no effect and ±100 for the full control effect
#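 Inhibition of cAMP made by TSHR-expressing cells under TSH stimulation (4nM final, EC80; 2 h, 37 deg C) is quantified with a one-step lysis HTRF kit, anti-cAMP cryptate versus cAMP-d2.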
# BCR signal inh = qHTS Assay to Find Inhibitors of Chronic Active B-Cell Receptor Signaling; ABC-DLBCL IkBa-CBG/CBR reporter, luminescence ratio, 4 h; Potency, µM (titrated, usually from 46.1 µM), for inactives: at the top dose ratio change, negative = lower green/red ratio, usual class: inhibitors; 0.05% of 340,000 active; AID 493014, 2011; active = well fitted inhibition curve with a large enough effect in the signal ratio, with a control signal flat, not every such curve was filed as active; inconclusive = small, poorly fitted or top-dose-only effect, or effect the other way, or a change in a side signal; the % refers to the signal ratio;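 also: potency is read from the fitted curve at half-maximal effect; plate controls were basal doxycycline-induced cells for no effect and cells given 10 µM MG132 for full effect; MG132 reads +100%, hits lower the ratio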
#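 Compounds up to 46 uM were incubated four hours with TMD8 cells whose green CBG68 luciferase is fused to IkappaBalpha; red CBR luminescence normalised the signal, and concentration-effect curves were fitted to fusion, red and ratio data.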
# KCNH2 WT inh = qHTS for Inhibitors of KCHN2 3.1: Wildtype qHTS | activity change, % at 1.84 µM | Voltage-gated inwardly rectifying potassium channel KCNH2 (Homo sapiens), Q12809 | U2OS, BacMam KCNH2, thallium flux FluxOr; stronger effect = lower value | 0.37% of 340,000 active;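 active = maximum activity change below -70%; inconclusive = maximum activity change between -70% and -50%; inactive = maximum activity change above -50%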; also: % is scaled to controls: 0 for no effect and ±100 for the full control effect
#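 U2OS cells were transduced with wild-type KCNH2 virus (2.03 x 10^8 / mL) for 4 h at room temperature, then cultured overnight at 37 C. Thallium flux was read with FluxOr dye. Rate constants were normalized to DMSO controls.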
# PKM2 activator = qHTS Assay for Activators of Human Muscle isoform 2 Pyruvate Kinase; Pyruvate kinase PKM (Homo sapiens), P14618; purified PKM2, Kinase-Glo ATP luminescence, activation; response scale: 0% is enzyme alone, no compound; 0.34% of 260,000 active; AID 1631, 2009; Potency, µM (titrated, usually from 57.5 µM), for inactives: at the top dose activation, actives largely listed as activators; also: potency is read from the fitted curve at half-maximal effect; % is scaled to controls: 0 for no effect and ±100 for the full control effect; nearly all actives have a fitted effect of over 55% in size
# Target sequence (P14618 whole entry, looked up, canonical isoform): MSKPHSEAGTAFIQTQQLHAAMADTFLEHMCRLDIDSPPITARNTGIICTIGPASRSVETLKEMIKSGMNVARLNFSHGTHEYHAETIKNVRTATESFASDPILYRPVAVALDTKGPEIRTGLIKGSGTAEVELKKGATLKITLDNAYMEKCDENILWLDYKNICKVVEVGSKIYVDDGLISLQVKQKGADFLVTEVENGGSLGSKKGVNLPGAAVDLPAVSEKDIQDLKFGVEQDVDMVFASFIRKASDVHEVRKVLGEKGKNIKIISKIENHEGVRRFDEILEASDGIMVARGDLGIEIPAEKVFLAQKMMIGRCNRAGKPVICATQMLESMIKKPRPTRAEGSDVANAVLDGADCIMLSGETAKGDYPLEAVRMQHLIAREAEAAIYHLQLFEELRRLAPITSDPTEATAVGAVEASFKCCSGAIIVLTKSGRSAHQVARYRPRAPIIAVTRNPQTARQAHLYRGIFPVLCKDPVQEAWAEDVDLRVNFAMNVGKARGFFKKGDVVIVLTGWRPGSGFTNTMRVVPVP
#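 Purified hPK-M2 (>95% pure) converted ADP (0.1 mM final) to ATP with 0.5 mM PEP in 50 mM imidazole pH7.2, KCl, MgCl2, Tween 20, BSA; 1 h at room temperature. ATP detected by Kinase-Glo luminescence.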
# MBNL1-CUG inh = qHTS Assay for Inhibitors of MBNL1-poly(CUG) RNA binding. TR-FRET MBNL1-His/biotin-(CUG)12 binding, 665/545 ratio. Potency, µM (titrated, usually from 57.5 µM), for inactives: at the top dose activity change, negative = inhibition, actives largely listed as inhibitors. 0.036% of 280,000 active. AID 2675, 2010; active = well fitted inhibition curve with a large enough effect in the signal ratio, with a control signal flat, not every such curve was filed as active; inconclusive = small, poorly fitted or top-dose-only effect, or effect the other way, or a change in a side signal; inactive = no such curve, though single readings can be large or run the other way; the % refers to the signal ratio; also: potency is read from the fitted curve at half-maximal effect; % is scaled to controls: 0 for no effect and ±100 for the full control effect
#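 TR-FRET between His-tagged MBNL1 and biotin-(CUG)12 RNA, detected with Tb anti-His antibody (0.055 ng/ul) and streptavidin-XL665 (5 nM), 60 min at room temperature. Compounds titrated 92 nM to 58 uM; 665/545 nm ratio normalized to buffer and complex controls.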
# GALK inhibitor = qHTS Assay for Inhibitors of Human Galactokinase (GALK); P51570; Purified GALK, Kinase-Glo residual ATP luminescence; Potency, µM (series often up to 57.5 µM), without a hit: at the top dose activity change, negative = inhibition, actives largely listed as inhibitors; 0.007% of 270,000 active; also: potency is read from the fitted curve at half-maximal effect; % is scaled to controls: 0 for no effect and ±100 for the full control effect
#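 Human GALK (5 nM) with 35 uM ATP and 100 uM galactose in 20 mM HEPES pH 8.0, 5 mM MgCl2, 60 mM NaCl, 1 mM DTT, 0.01% BSA. After 1 h at room temperature, leftover ATP was read by Kinase-Glo Plus luminescence.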
# S-ASM inh = Inhibitors of Secretory Acid Sphingomyelinase (S-ASM): qHTS | Sphingomyelin phosphodiesterase (Homo sapiens), P17405 | placental ASM, HMU-PC fluorogenic substrate, 60 min | Potency, µM (series often up to 57.5 µM), for inactives: at the top dose activity change, negative = inhibition, hits mostly inhibitors | 0.006% of 340,000 active; also: potency is read from the fitted curve at half-maximal effect
#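 HMU-PC0 cleavage (9 uM final) by human placental ASM, 60 min at 37 °C following 10 min compound exposure at RT; stopped at pH 10, fluorescence Ex 386/Em 447 nm.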
# Menin-MLL TR inh = qHTS Assay for Inhibitors Targeting the Menin-MLL Interaction in MLL Related Leukemias: Competition With Texas Red Labeled MLL-derived Mutant Peptide | Menin + Texas Red MLL mutant peptide, fluorescence polarization | Potency, µM (doses to about 61.6 µM), inactives show top-dose FP activity change, negative = inhibition, hits mostly inhibitors | 0.23% of 270,000 active; active = well fitted inhibition curve with a large enough effect in the polarisation, with a control signal flat, not every such curve was filed as active; inconclusive = small, poorly fitted or top-dose-only effect, or effect the other way, or a change in a side signal; inactive = no such curve, though single readings can be large or run the other way; the % refers to the polarisation; also: potency is read from the fitted curve at half-maximal effect; % of control where 0% means no effect; many of its hits are not listed in these tables
# USP2a inh = qHTS Assay for Inhibitors of Ubiquitin-specific Protease USP2a Using CHOP2 as the Reporter. Potency, µM (highest dose often 38.3 µM), for the others: at the top dose activity change, negative = inhibition, usual class: inhibitors. USP2 core, Ub-CHOP2 coupled fluorogenic reporter, 485/531. Ubiquitin carboxyl-terminal hydrolase 2 (Homo sapiens), O75604. 0.01% of 330,000 active;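 also: potency is read from the fitted curve at half-maximal effect; plate controls were DMSO wells for no effect and full inhibition by NEM control for full effect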
# Target sequence (O75604 whole entry, looked up): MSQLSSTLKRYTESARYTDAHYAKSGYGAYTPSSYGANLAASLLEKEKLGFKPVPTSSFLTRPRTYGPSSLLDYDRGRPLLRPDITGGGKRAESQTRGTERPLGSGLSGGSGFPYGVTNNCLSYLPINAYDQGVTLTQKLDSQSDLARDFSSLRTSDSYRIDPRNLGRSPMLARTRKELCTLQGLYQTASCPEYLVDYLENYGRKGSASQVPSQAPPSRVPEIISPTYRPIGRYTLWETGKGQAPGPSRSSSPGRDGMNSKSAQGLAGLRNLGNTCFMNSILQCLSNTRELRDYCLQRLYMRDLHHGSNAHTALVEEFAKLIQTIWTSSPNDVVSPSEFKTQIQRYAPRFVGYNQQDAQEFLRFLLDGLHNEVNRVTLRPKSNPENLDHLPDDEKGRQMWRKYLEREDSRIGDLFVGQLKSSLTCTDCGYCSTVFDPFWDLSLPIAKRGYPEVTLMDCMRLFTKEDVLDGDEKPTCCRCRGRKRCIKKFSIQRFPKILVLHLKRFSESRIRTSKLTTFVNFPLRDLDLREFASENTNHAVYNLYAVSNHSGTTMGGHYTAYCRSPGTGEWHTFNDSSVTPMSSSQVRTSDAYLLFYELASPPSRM
#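 Cell-free coupled assay: 10nM USP2 core preincubated 30min RT with compound in Tris-HCl pH 8.0/CaCl2/CHAPS buffer, then 25nM Ub-CHOP2 and 25nM reporter substrate; fluorescence (Ex 485/Em 531) read after 60min RT, normalized to NEM inhibition, concentration-response curves fitted.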
# Mito fusion yeast = qHTS Assay for Small Molecule Inhibitors of Mitochondrial Division or Activators of Mitochondrial Fusion. S. cerevisiae fusion-defective mutant growth rescue, CellTiterGlo 48 h. Potency, µM (doses to about 46.1 µM), for inactives: top-dose growth rescue (activation), usual class: activators. 0.23% of 320,000 active. AID 485298, 2010;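 also: potency is read from the fitted curve at half-maximal effect; % of control where 0% means no effect; nearly all actives have a fitted effect of over 45% in size; temperature-sensitive fusion mutants such as fzo1-1 at 37 °C on non-fermentable ethanol glycerol medium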
#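 Read-out: ATP-based luminescence (CellTiterGlo, 10 min ambient) reporting growth of fusion-defective ts yeast after 48 hours at 37C on glycerol/ethanol YPEG medium in the presence of compound.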
# Numbers without * were called inactive; u = inconclusive; x = no result given; [ ] = dose if it differs, or a comment. Unless noted, calls follow the shape of the dose curve; as a rule, active = well fitted curve in the direction sought with a large enough effect; inconclusive = small, poorly fitted or top-dose-only effect, or another doubt; inactive = no such curve, though single readings can be large; an effect the other way counts as inactive or inconclusive. The list is partial; rates above refer to the full screens.
SMILES,Eya2 inh,TSHR antagonist,BCR signal inh,KCNH2 WT inh,PKM2 activator,MBNL1-CUG inh,GALK inhibitor,S-ASM inh,Menin-MLL TR inh,USP2a inh,Mito fusion yeast
COc1cc(/C=C2/S/C(=N/S(=O)(=O)c3ccccc3)NC2=O)c([N+](=O)[O-])cc1OC,23%,-7,u,16,-12%,u,-10%,10%,u,3%,1%
OCC[C@@H]1C[C@H](O)[C@@H](O)[C@@]2(Cc3ccccc3O2)O1,3%,20,-19%,-6,1%,0%,x,1%,2%,4%,0%
NC(=O)c1ccc2c(=O)n3c(-c4cc(Cl)c(N)c(Cl)c4)csc3nc2c1,-7%,10,-2%,-8,3%,-4%,-1%,37%[activator],x,2%,3%
CCN1C(=O)[C@H]2[C@@H](c3ccc(-c4cc(C(C)=O)cs4)cc3)N3CCCC[C@@]3(C(=O)OC)[C@H]2C1=O,11%,-7,0%,-9,x,x,x,-14%,x,-1%,2%
COC(=O)c1ccccc1NC(=O)CN1CCC(NC(=O)c2ccccc2C)CC1,11%,-7,u,4,9%,-7%,7%,-1%,3%,2%,-9%
N#Cc1ccc(COC(=O)c2ccc3c(=O)[nH]c(CN4CCOCC4)nc3c2)cc1,2%,-14,-9%,1,u,1%,-2%,1%,6%,-1%,-4%
CCOC(=O)C1(Cc2cccc(OC)c2)CCCN(CCO)C1 (stereo not drawn),15%,-1,3%,2,1%,1%,3%,0%,-2%,-1%,0%
CC(=O)NCC(=O)OCC(=O)c1ccc2ccccc2c1,18%,7,-8%,1,-3%,u,-3%,-3%,0%,5%,-2%
CCN(CC)S(=O)(=O)c1ccc2[nH]cc(C(=O)NCCN3CCCCC3C)c(=O)c2c1 (stereo not drawn),27%,8,-1%,0,-2%,7%,-1%,2%,-12%,0%,5%
N#Cc1c(-c2ccco2)cc(C2CC2)nc1SCC(=O)c1ccccc1,10%,15,1%,1,-2%,17%,0%,-2%,u,3%,-1%
Cc1cc(=O)[nH]c(SCc2nc3ncccn3c2Br)n1,1%,8,-4%,2,20%,17%,-1%,39%[activator],15%,5%,-6%
O=S(=O)(Nc1ccc(S(=O)(=O)N2CCOCC2)cc1)c1ccc(Br)cc1,-7%,-7,-5%,-14,x,-10%,6%,4%,25%,0%,0%
CC(C)C(C)NC(=O)COC(=O)c1cc(S(=O)(=O)N(C)C)ccc1N1CCCC1 (stereo not drawn),3%,13,u,x,0%,0%,1%,x,-11%,3%,-2%
Cc1ccc(C)c(S(=O)(=O)N2CCN(C(=O)c3ccncc3)CC2)c1,14%,-3,9%,-1,x,x,x,6%,x,1%,-4%
C=CCn1c(SCC(=O)Nc2cc(NC(C)=O)ccc2OC)nnc1-c1cccnc1,2%,2,3%,18,3%,-17%,2%,5%,-11%,2%,-6%
O=[N+]([O-])c1ccccc1S(=O)(=O)Nc1ncccn1,6%,-4,-1%,4,x,u,-2%,-6%,-12%,1%,0%
O=S(=O)(Nc1ccc(-c2cn3c(n2)SCC3)cc1)c1ccccc1F,-8%,-12,9%,15,8%,-4%,1%,-3%,x,-7%,4%
CC(=O)Nc1ccc(S(=O)(=O)N(C)CC(=O)OC2CCCCC2=O)cc1 (stereo not drawn),13%,-3,3%,-4,x,x,x,-1%,x,2%,-2%
CC[n+]1c(C)sc2sc3ccccc3c21,4%,-4,u,x,-40%,1%,0%,x,x,0%,23%
CC1Cc2ccccc2N1C(=O)CN(C)CC(=O)Nc1ccc(OC(F)(F)F)cc1 (stereo not drawn),-8%,-27,-11%,-12,x,x,x,-15%,x,3%,u
S=C(Nc1ccc(Cl)cc1Cl)NC1CCCCC1,4%,-9,u,-9,9%,18%,4%,-4%,31%[activator],2%,-3%
Cc1c(O)c(CN2CCCCC2)cc2c1oc(=O)c1ccccc12,-6%,28,3%,-11,9%,-2%,0%,4%,-18%,4%,-4%
C[C@@H](O)[C@H]1O[C@]2(C)CCC[C@H]1O2,16%,16,-2%,-11,x,x,x,0%,x,0%,-1%
CCOC(=O)N1CCN(C(=O)C2CCN(c3ncnc4c3sc3cccc(F)c34)CC2)CC1,-2%,-20,u,5,1%,14%,-3%,8%,20%,-4%,-6%
Cn1nnnc1SCC(=O)NNC(=O)c1ccc(Cl)cc1,10%,-7,u,-6,-3%,1%,0%,1%,-9%,2%,-1%

# Compound profiles, as listed above. Values in the order: Eya2 inh | TSHR antagonist | BCR signal inh | KCNH2 WT inh | PKM2 activator | MBNL1-CUG inh | GALK inhibitor | S-ASM inh | Menin-MLL TR inh | USP2a inh | Mito fusion yeast
# Results for N#Cc1ccc(COC(=O)c2ccc3c(=O)[nH]c(CN4CCOCC4)nc3c2)cc1 → 2% | -14 | -9% | 1 | u | 1% | -2% | 1% | 6% | -1% | -4%
# Results for Cc1cc(=O)[nH]c(SCc2nc3ncccn3c2Br)n1 → 1% | 8 | -4% | 2 | 20% | 17% | -1% | 39%[activator] | 15% | 5% | -6%
# Results for CC[n+]1c(C)sc2sc3ccccc3c21 → 4% | -4 | u | x | -40% | 1% | 0% | x | x | 0% | 23%
# Results for Cn1nnnc1SCC(=O)NNC(=O)c1ccc(Cl)cc1 → 10% | -7 | u | -6 | -3% | 1% | 0% | 1% | -9% | 2% | -1%

# Following part
SMILES,Eya2 inh,TSHR antagonist,BCR signal inh,KCNH2 WT inh,PKM2 activator,MBNL1-CUG inh,GALK inhibitor,S-ASM inh,Menin-MLL TR inh,USP2a inh,Mito fusion yeast
Cc1c(Cl)cccc1NC(CC(=O)c1ccccc1)C(=O)O (stereo not drawn),2%,-2,0%,-20,u,x,0%,5%,9%,-1%,7%
CCN(CC(=O)NCc1ccc(F)cc1)C(=O)c1cc2ccccc2o1,6%,8,-1%,3,1%,0%,14%,4%,-16%,1%,5%
CC(=O)Nc1ccc(S(=O)(=O)Nc2ccc3c(c2)OCCO3)cc1,-4%,-4,-12%,-17,2%,-9%,1%,0%,3%,5%,-4%
O=C(COC(=O)c1ccncc1)Nc1cc(Cl)ccc1Cl,8%,-1,-15%,-37,-3%,-4%,1%,7%,10%,4%,0%
CN(C)/C=C(\C#N)C(=O)c1cccnc1Oc1cccc(F)c1,12%,23,-15%,-7,-3%,-2%,-1%,1%,9%,1%,1%
C/C(=N/OC(=O)c1c(-c2ccccc2Cl)noc1C)c1cnccn1,-2%,21,0%,-6,3%,7%,0%,2%,17%,12%,4%
Cc1oc2cc(OC(C)C(=O)O)ccc2c(=O)c1Oc1ccccc1 (stereo not drawn),22%,3,-3%,2,-3%,-9%,0%,0%,-6%,2%,2%
COc1cccc(NC(=O)CN2CCN(CC(=O)Nc3ccc(F)cc3)CC2)c1,-3%,5,-8%,-38,x,0%,2%,4%,0%,1%,-7%
O=C1CCCC(=O)C1=C1SCCCS1,0%,3,-1%,-2,2%,u,0%,3%,-14%,2%,1%

# High-throughput results deposited in PubChem BioAssay by National Center for Advancing Translational Sciences (NCATS).
